FID counter – compounds displacing fluorescent DNA intercalator, primary screen, artefact control for HCV NS3 helicase inhibitor project, biochemical, FID fluorescence | DNA fluorescent intercalator displacement | AID 1845, 2009 | 0.17% of 290,000 active | inhibition, % at 7.9 µM; in the data active = inhibition above about 37%;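 note: 0% = vehicle and 100% = reference compound; higher means more ethidium bromide displaced from hairpin DNA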
GPR7 antagonist – GPR7 receptor antagonists, primary screen, cell-based, fluorescence, single concentration. AID 1861, 2009. GPR7-expressing cells, fluorescence antagonist assay. Neuropeptides B/W receptor type 1 (Homo sapiens), P48145. inhibition, % at 4.4 µM. 1.1% of 290,000 active; in the data active = inhibition above about 16%, passing the limit was not always enough;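 note: cells stimulated with the agonist NPW; 0% = agonist with vehicle and 100% = vehicle without agonist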
Target sequence (P48145 whole entry, looked up): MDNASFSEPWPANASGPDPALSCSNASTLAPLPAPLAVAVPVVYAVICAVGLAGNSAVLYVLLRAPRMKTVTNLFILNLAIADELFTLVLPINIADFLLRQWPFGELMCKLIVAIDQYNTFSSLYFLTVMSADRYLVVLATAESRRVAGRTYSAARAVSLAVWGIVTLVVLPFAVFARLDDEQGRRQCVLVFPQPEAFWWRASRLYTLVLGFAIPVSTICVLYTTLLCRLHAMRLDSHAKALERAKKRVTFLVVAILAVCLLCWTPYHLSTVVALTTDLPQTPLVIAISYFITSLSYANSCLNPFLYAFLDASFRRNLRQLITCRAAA
VIM-2 inh – VIM-2 metallo-beta-lactamase inhibitors, primary screen, biochemical, epi-absorbance readout, Pseudomonas aeruginosa enzyme | 0.89% of 290,000 active | purified VIM-2, nitrocefin hydrolysis, epi-absorbance fluorescence | inhibition, % at 5.6 µM;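 active = inhibition above the mean of all tested compounds plus 3 SD, cutoff set per screening run, cut at about 7.5% in these data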;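 note: red hydrolysis product quenches plate fluorescence so inhibitors raise well fluorescence; 0% = enzyme with DMSO and 100% = DMSO without enzyme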
OXTR agonist – human OXTR agonists, primary screen, fluorescence, CHO-OTR cells, Fluo-8 calcium. Oxytocin receptor (Homo sapiens), P30559. Fluo-8 calcium fluorescence; normalized: DMSO 0%, oxytocin 100%. activation, % at 3 µM. 0.32% of 320,000 active;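 active = activation above the mean of all tested compounds plus 3 SD, cutoff set per screening run, cut at about 20% in these data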;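 note: peak over basal fluorescence ratio from a 100 s FLIPR kinetic read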
Target sequence (P30559 whole entry, looked up): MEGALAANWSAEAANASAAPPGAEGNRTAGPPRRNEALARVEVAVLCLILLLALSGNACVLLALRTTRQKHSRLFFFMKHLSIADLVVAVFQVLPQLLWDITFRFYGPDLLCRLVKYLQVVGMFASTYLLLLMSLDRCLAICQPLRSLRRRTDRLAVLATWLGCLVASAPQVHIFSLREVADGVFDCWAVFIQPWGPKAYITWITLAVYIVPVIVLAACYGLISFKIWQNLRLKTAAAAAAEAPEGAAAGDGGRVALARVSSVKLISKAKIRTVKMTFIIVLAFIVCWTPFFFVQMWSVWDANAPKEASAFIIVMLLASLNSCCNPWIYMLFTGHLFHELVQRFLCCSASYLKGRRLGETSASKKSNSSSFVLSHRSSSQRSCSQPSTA
GalR3 antag – GalR3 antagonists in HEK293 cells, primary screen, cell-based, fluorescence readout; HEK293 GalR3-CNG cAMP membrane potential fluorescence; galR3 body fused to GalR1 C-terminus; Galanin receptor type 3 (Homo sapiens), O60755; inhibition, % at 3 µM; 0.44% of 360,000 active;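 active = inhibition above the screen-wide average plus 3 SD, cut at about 13% in these data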;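 note: forskolin and galanin both at EC90 stimulate the cells; cAMP rise reported by CNG channel membrane potential dye signal; 0% = forskolin plus galanin with DMSO and 100% = forskolin alone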
NS3 helicase inh – inhibitors of HCV NS3 helicase, primary screen, biochemical, Cy5 molecular beacon fluorescence; NS3 helicase DNA unwinding; Hepatitis C virus NS3 helicase; AID 1800, 2009; inhibition, % at 10.9 µM; 0.56% of 290,000 active;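 active = inhibition above the mean of all tested compounds plus 3 SD, set per campaign, cut at about 35% in these data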;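 note: 0% = DMSO wells and 100% = thioflavine S control wells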
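Assay system – hepatitis C virus NS3 helicase domain fragment enzyme · Buffer or medium – MOPS pH 6.5, MgCl2, DTT, Tween20, BSA · Reagent – Cy5/quencher beacon DNA duplex and ATP to start · Compound – single 10.9 µM dose · Timing – 1 h at 25 °C · Technique – Cy5 beacon fluorescence read at start and 1 h · Measure – % inhibition of unwinding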
PHOSPHO1 block – PubChem AID 1565; inhibition, % at 13.3 µM; recombinant PHOSPHO1, absorbance phosphatase assay; 1.1% of 290,000 active; Phosphoethanolamine/phosphocholine phosphatase (Homo sapiens), Q8TCT1; in the data active = inhibition above about 60%
Target sequence (Q8TCT1 whole entry, looked up): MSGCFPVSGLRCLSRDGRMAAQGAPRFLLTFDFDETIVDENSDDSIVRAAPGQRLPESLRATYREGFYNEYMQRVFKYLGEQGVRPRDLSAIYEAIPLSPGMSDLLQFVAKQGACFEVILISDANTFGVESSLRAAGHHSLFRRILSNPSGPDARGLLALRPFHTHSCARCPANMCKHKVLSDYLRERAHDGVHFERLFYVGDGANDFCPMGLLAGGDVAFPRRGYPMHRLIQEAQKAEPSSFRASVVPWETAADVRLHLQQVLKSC
V1R ag counter – agonists of human V1a receptor, primary screen, counter-screen for OXTR agonist project, fluorescence, CHO-V1R cells; Vasopressin V1a receptor (Homo sapiens), P37288; Fluo-8 calcium fluorescence, agonist mode; 0% DMSO, 100% 3 nM vasopressin; activation, % at 3 µM; 0.25% of 320,000 active;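 active = activation above the mean activation of all tested compounds plus 3 SD, per screening run, cut at about 20% in these data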;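 note: signal is peak over basal fluorescence ratio across a 100 second FLIPR read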
IMP-1 inhibitor – IMP-1 metallo-beta-lactamase inhibitors, primary screen, biochemical, epi-absorbance readout, Pseudomonas aeruginosa enzyme. purified IMP-1, nitrocefin hydrolysis, epi-absorbance fluorescence. inhibition, % at 5.6 µM. 0.45% of 290,000 active. AID 1556, 2009;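 active = inhibition above the mean plus 3 SD of all compounds in the same screening run, cut at about 4.5% in these data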;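 note: 0% = IMP-1 with DMSO and 100% = DMSO wells lacking enzyme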
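Assay system: purified recombinant IMP-1 beta-lactamase. Input: IMP-1 0.2 nM before substrate addition. Buffer or medium: Zinc- and detergent-supplemented HEPES buffer, pH 7.1. Schedule: 25 °C, 15 min preincubation, 25 min reaction. Signal: Epi-absorbance fluorescence, 480 nm excitation, 530 nm emission. Evaluation: percent inhibition from optical density relative to buffer-blank wells.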
Starred values were filed as active, the others as inactive; nt = not tested or not shown. Random draw from the library. About 4.3% of those tested had a hit in this group.

SMILES	FID counter	GPR7 antagonist	VIM-2 inh	OXTR agonist	GalR3 antag	NS3 helicase inh	PHOSPHO1 block	V1R ag counter	IMP-1 inhibitor
CCCCCn1c(=N)c(S(=O)(=O)c2ccc(Cl)cc2)cc2c(=O)n3cccc(C)c3nc21	-6.3	-5.7	0.5	1.4	nt	-1.6	31.0	0.2	-3.7
CC(=O)c1ccc(N2CCN(C(=O)C3CCCN3S(=O)(=O)c3cccc4nsnc34)CC2)cc1 (stereo not given)	-37.1	3.7	-2.7	0.5	-6.0	11.1	1.5	0.1	-3.5
Cc1cc(C)cc(OCCCCCNCCO)c1	9.9	-4.7	1.5	2.6	-6.2	-9.1	1.7	0.7	-5.4
O=C(c1ccco1)N1CCN(CC(O)Cn2c3ccccc3c3ccccc32)CC1 (stereo not given)	-11.0	1.7	-2.0	3.8	0.4	-6.4	11.3	10.3	-2.6
CCS(=O)(=O)N1CCN(Cc2c[nH]c3ccccc23)CC1	10.0	-3.1	0.9	2.0	-1.1	2.6	15.9	1.6	-3.0
COc1ccccc1-c1nnc(SCC(=O)c2ccc(C3CCCCC3)cc2)n1Cc1ccco1	-33.8	-1.9	-0.1	-0.6	-4.0	3.7	-61.5	1.6	-2.6
COc1ccc(N(C)C(=O)c2cnc(N3CCN(c4ncccn4)CC3)c3ccccc23)cc1	-3.8	18.5	-1.0	0.3	-2.0	2.8	16.0	0.7	-2.5
CCOc1ccccc1NC(=O)C1=C(C)NC(=O)NC1c1cccs1 (stereo not given)	-9.3	-17.0	-2.4	-0.2	-2.6	-11.1	39.7	0.5	-2.7
C=CCNC(=O)c1ccc(N(Cc2ccccc2)S(C)(=O)=O)cc1	-19.6	19.9	-2.1	1.8	-4.6	-13.9	nt	2.6	-2.4
O=C(O)CSc1nnc(Cn2cnc3ccccc32)n1CCc1ccccc1	-23.9	-5.0	-3.8	1.4	-3.5	0.1	29.3	-0.9	-3.2
O=S(=O)(c1ccc(Cl)cc1)N1CCCC1c1nc2ccccc2s1 (stereo not given)	-20.2	-5.0	-1.3	-1.9	-5.7	-7.6	27.6	-0.8	-2.9
Cc1ccc(NC2CCCN(C(=O)c3ccc(F)cc3)C2)cc1C (stereo not given)	-43.4	-4.2	-1.1	-1.6	1.0	-0.5	36.0	-0.4	-1.0
O=C(C1CCN(S(=O)(=O)c2cccc3cccnc23)CC1)N1CCN(C2CCCCC2)CC1	-5.6	-12.2	0.3	0.0	nt	-3.1	26.8	-0.4	0.0
COC(=O)CSc1nc(NC#N)nc(NC(C)(C)C)n1	-5.1	-2.5	-1.0	1.1	-8.4	10.2	19.7	-0.1	-3.9
CCC(=O)N[C@@H]1CC(C(C)(C)NC(=O)CC)CC=C1C (stereo not given in full)	-0.4	-12.6	-3.1	0.2	-4.0	1.6	9.9	0.2	-0.9
COCCCN(CC(=O)Nc1ccc(N2CCOCC2)cc1)S(=O)(=O)c1ccc(Cl)cc1	-14.8	-18.0	0.8	0.2	0.9	1.0	20.1	1.1	-3.2
CC1(C)CC(O)(CCNCc2ccc3c(c2)OCO3)CCO1 (stereo not given)	-0.2	-8.4	-0.3	0.9	-4.6	-4.5	-3.4	1.3	-1.8
COc1cc(OC)cc(C(=O)N2CCC(N3CCCCCC3)CC2)c1	11.0	-12.2	-5.9	-0.1	-4.3	-13.5	-0.8	-0.2	-6.5
Cc1ccc(S(=O)(=O)N2Cc3ccccc3CC2C(=O)NC(C)(C)C)cc1 (stereo not given)	-30.4	-2.9	-1.4	-1.7	-7.4	12.8	nt	0.6	-3.2
COC(=O)c1ccc(NC2(C#N)C(=O)Nc3ccccc32)cc1 (stereo not given)	0.3	0.1	-0.9	4.6	-1.4	7.7	-4.0	2.9	-0.6
NC(=O)c1c(NC(=O)CSc2nnc(-c3ccco3)n2N)sc2c1CCCC2	-17.1	1.2	-2.2	0.2	-1.8	14.7	102.7*	0.8	0.6
Cc1cc(=O)[nH]c(N/N=C/c2ccccc2Cl)n1	-4.2	5.0	-1.2	-0.3	-9.9	-4.8	32.6	-0.4	-4.9
COc1ccc(-n2c3c(cc(C(=O)NC4CCSC4=O)c2=O)C(=O)CC(C)(C)C3)cc1 (stereo not given)	-34.3	-11.8	-0.7	0.5	0.9	13.0	13.5	-0.3	-2.4
COc1ccc(N2C(=O)CCC2=O)c(OC)c1	2.0	-3.9	-2.3	0.7	3.6	-8.9	39.9	0.7	-2.4
COc1ccc(NC(=O)c2ccc3[nH]c(C)c(C)c3c2)cc1	-22.5	10.2	-1.6	nt	-10.1	-0.5	35.1	nt	-3.7
Other results:
SMILES	FID counter	GPR7 antagonist	VIM-2 inh	OXTR agonist	GalR3 antag	NS3 helicase inh	PHOSPHO1 block	V1R ag counter	IMP-1 inhibitor
Cn1nnc(NC(=O)c2ccccc2)n1	-0.7	-6.2	0.5	0.5	-1.8	0.1	-10.4	1.8	-1.3
Cc1onc(-c2ccccc2)c1C(=O)Nc1ccc(S(=O)(=O)N2CCCCC2)cc1	-21.8	2.3	-7.5	1.2	0.1	-19.8	-6.2	1.9	-3.2
Cc1cccc(C(=O)OC2CCOC2=O)c1O (stereo not given)	-3.9	-8.7	-1.9	0.8	-4.5	18.2	35.1	0.5	-1.8
COCCn1c(SCc2ccccc2F)nc2ccccc2c1=O	-16.1	-7.2	-5.3	-1.6	-7.6	2.4	-47.4	0.5	-3.9
COc1ccc(C2c3[nH]c4ccccc4c3CCN2CCCn2cccn2)c(C)c1C (stereo not given)	2.7	17.1	-3.7	-1.9	-9.2	-14.4	11.7	-0.7	-1.8
CCOc1ccc(C(=O)NC2CCN(C(=O)NCc3ccccc3)CC2)cc1	-11.7	-7.4	-0.1	-0.1	-1.8	1.5	-2.2	-0.2	-0.5
CCN(CC)CCCNC(=O)c1cn(C)c2ccc(S(=O)(=O)N(C)C3CCCCC3)cc2c1=O	8.1	-0.4	2.0	-0.9	-3.7	-6.0	19.9	0.1	-0.5
O=C(CCc1ccc(S(=O)(=O)NCc2ccccc2)cc1)N1CCN(Cc2ccc3c(c2)OCO3)CC1	-11.7	21.9	-2.9	11.3	-2.9	-34.1	32.3	7.7	-1.8
C=CC[n+]1ccc2ccccc2c1C	1.5	-14.7	-1.4	1.0	6.2	-12.0	-7.6	0.1	-2.0
COc1ccccc1OCC(=O)Nc1cc2c(cc1C(=O)O)OCCCO2	-27.5	-1.9	-4.2	0.1	-8.5	13.6	-111.7	0.5	-3.3
CCCC1CCC(c2ccc(C(=O)NN)cc2)CC1 (stereo not given)	-5.3	-9.7	-5.1	-0.4	1.1	3.1	-0.8	0.8	-2.7
Cc1cc(/C=N/NC(N)=S)c(O)c(/C=N/NC(N)=S)c1	-7.1	-0.2	26.0*	12.3	-6.5	2.4	-90.9	19.8	27.1*
O=C(COc1ccc(Cl)cc1)NCCSc1ccccc1	-15.4	-3.9	-3.9	-1.1	-0.5	-4.2	-2.0	-0.9	-4.6
CCCn1c(-c2cccs2)nc2nc3ccccc3nc21	-15.7	-13.6	2.0	-2.0	-2.6	4.6	21.5	-0.8	-0.4
COc1ccc(/C=C(\NC(=O)c2ccccc2)C(=O)NCC2CCCO2)cc1 (stereo not given)	-8.6	-4.3	0.5	1.8	-7.2	-2.3	22.0	1.0	-0.1
CCc1cccc(N(C(=O)c2csnn2)C(C(=O)NC(C)(C)CC)c2ccccn2)c1 (stereo not given)	-26.2	0.4	-2.2	-0.6	-6.0	4.1	19.9	-0.8	-3.3
COC1(OC)N=C(N)C2(C#N)C(c3cccc(Oc4ccccc4)c3)C12C#N (stereo not given)	-1.8	4.2	-2.7	0.7	-0.3	2.9	11.4	0.1	-2.3
CCN(CC)C(=O)C(=O)N/N=C/c1ccc(C(=O)O)cc1	2.0	-8.9	-3.1	0.4	4.0	1.5	-1.3	0.4	-4.4
COCCN1C(=O)C(=O)/C(=C(/O)c2ccc(S(=O)(=O)N3CCOCC3)cc2)C1c1cccc([N+](=O)[O-])c1 (stereo not given)	-51.7	-1.3	-2.9	2.8	nt	7.4	23.9	0.1	-2.1
Cc1ccc2nc(Cl)c3cc(C(=O)NCCCN4CCCC4)sc3c2c1	18.2	-11.1	12.8*	1.1	-2.6	-8.5	-23.2	1.1	-2.1
Cn1c(NC(=O)c2ccc3c(c2)OCO3)cc(=O)n(C)c1=O	0.1	-12.1	-1.9	0.4	4.2	-0.1	-17.1	-0.9	-5.1
O=C(Nc1ccc(Cl)cc1)Nc1ccccc1C(=O)O	-1.5	-6.9	-3.1	0.2	-4.9	14.4	-12.5	0.9	-3.3
CCCCNS(=O)(=O)c1ccc2nc(SCC(=O)Nc3sccc3C#N)[nH]c2c1	-6.3	13.1	1.6	2.5	5.0	-18.1	14.1	9.2	1.2
CC(Oc1ccccc1)C(=O)Nc1nc2c(s1)C(=O)CC(C)(C)C2 (stereo not given)	-16.9	2.9	-1.2	3.0	-3.5	-2.6	26.7	4.6	-2.1
COc1ccc(-c2nn(C)c(=O)c3ccccc23)cc1CNC(=O)CN1CCOCC1	-27.8	1.6	1.4	-0.2	nt	7.3	nt	0.8	-6.4
COc1ccc(N(C(=O)C(C)C)S(=O)(=O)c2ccc3c(c2)n(C)c(=O)n3C)cc1	-28.7	-6.0	-0.5	-1.0	-2.1	-1.3	30.8	0.7	-2.7
CC1C(=O)N2CCCc3cc(S(=O)(=O)NCc4ccccc4Cl)cc1c32 (stereo not given)	-30.3	-9.2	0.3	0.0	-5.3	9.2	24.0	0.1	-2.0
O=C(CN(c1ccccc1F)S(=O)(=O)c1ccccc1)NC1CCCCCC1	-32.0	-7.5	-5.7	-1.5	nt	-2.9	-4.4	-1.4	-4.0

Some of the entries above in a different format.
| structure | FID counter | GPR7 antagonist | VIM-2 inh | OXTR agonist | GalR3 antag | NS3 helicase inh | PHOSPHO1 block | V1R ag counter | IMP-1 inhibitor |
| --- | --- | --- | --- | --- | --- | --- | --- | --- | --- |
| Cn1nnc(NC(=O)c2ccccc2)n1 | -0.7 | -6.2 | 0.5 | 0.5 | -1.8 | 0.1 | -10.4 | 1.8 | -1.3 |
| O=C(CCc1ccc(S(=O)(=O)NCc2ccccc2)cc1)N1CCN(Cc2ccc3c(c2)OCO3)CC1 | -11.7 | 21.9 | -2.9 | 11.3 | -2.9 | -34.1 | 32.3 | 7.7 | -1.8 |
| O=C(CN(c1ccccc1F)S(=O)(=O)c1ccccc1)NC1CCCCCC1 | -32.0 | -7.5 | -5.7 | -1.5 | nt | -2.9 | -4.4 | -1.4 | -4.0 |
| CCc1cccc(N(C(=O)c2csnn2)C(C(=O)NC(C)(C)CC)c2ccccn2)c1 (stereo not given) | -26.2 | 0.4 | -2.2 | -0.6 | -6.0 | 4.1 | 19.9 | -0.8 | -3.3 |
